hgDAF-12 ag – hgDAF-12 agonism, primary luciferase screen | hit rate 1.8% among 370,000 | AID 687014 | activation, % at 6.8 µM | HEK293 GAL4-hgDAF12 UAS-luciferase reporter, agonist luminescence; normalized to butyrate control;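 active means activation above a cutoff set at the mean of all screened compounds plus 3 SD, cut at about 10% in these data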;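 further: 0% = DMSO wells and 100% = sodium butyrate wells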
ADAM10 inh – inhibitors of human ADAM10; recombinant ADAM10, EDANS/DABCYL FRET peptide cleavage, 3 h; O14672; hit rate 0.62% among 370,000; inhibition, % at 7 µM;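 active means inhibition above a per-campaign cutoff equal to the mean of compounds falling between control-based bounds plus 3 SD, cut at about 20% in these data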;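 further: 0% = DMSO wells while the 100% control is not disclosed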
GAA850 FXN act – activators of GAA850 frataxin (FXN) promoter; AID 540364; hit rate 0.56% among 360,000; HEK293 lucGAA850 FXN promoter luciferase reporter, 24 h; percent of 10 µM SAHA response; activation, % at 6 µM;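 active means activation above the average of all compounds screened plus 3 SD, cutoff fixed separately per campaign, cut at about 7.5% in these data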;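 further: 0% = DMSO wells and 100% = 10 µM SAHA wells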
SMARCA2 act – activators of SMARCA2 function | hit rate 1% among 370,000 | MG213 cells, MMTV-luciferase reporter, dexamethasone, overnight | activation, % at 9.1 µM; in the data active means activation above about 7.8%;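 further: 0% = vehicle wells and 100% = reference activator wells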
ssDAF12 agonist – activates DAF-12 receptor from parasite S. stercoralis. HEK293 ssDAF-12/GRIP1 lit1-tk-luc reporter, luminescence; % of 3 µM dafachronic acid response. activation, % at 6.8 µM. hit rate 1% among 370,000;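 active means activation above the mean over all tested compounds plus 3 SD, cut at about 0.9% in these data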;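 further: 0% = DMSO-only wells and 100% = 3 µM delta7-dafachronic acid wells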
sPLA2-III inh – Blocks human group III sPLA2 activity; Q9NZ20; QFRET BODIPY PC-A2 liposome hydrolysis, fluorescence; inhibition, % at 12.2 µM; hit rate 0.56% among 370,000;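 active means inhibition above mean plus 3 SD of compounds lying within the high and low control bounds, cut at about 19% in these data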;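 further: 0% = median of test compound wells and 100% = no enzyme DMSO wells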
DAX1 inh-1 – inhibitors of DAX1 repression of SF-1 activated StAR promoter; inhibition, % at 6.8 µM; hit rate 1.1% among 370,000; HEK293T StAR-luciferase reporter, SF-1/DAX-1 repression relief; AID 652010;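 active means inhibition above the mean over all tested compounds plus 3 SD, cut at about 3.6% in these data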;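 further: 0% = DAX-1 cells with DMSO and 100% = cells lacking DAX-1 with DMSO; higher inhibition means more luminescence from relief of DAX-1 repression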
hcDAF-12 act – activates DAF-12 receptor from parasite H. contortus; HEK293 hcDAF-12 lit1-tk-luc reporter, luminescence; 0% DMSO, 100% Δ7-dafachronic acid; activation, % at 6.8 µM; hit rate 1.4% among 370,000;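 active means activation above the mean of all tested compounds plus 3 SD, cut at about 5.5% in these data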;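 further: 100% = response to 3 µM Δ7-dafachronic acid high control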
NPR2 activator – GC-B (human) receptor activation | P20594 | HEK293-GC-B cells, CNP EC30, cGMP TR-FRET; 0% at EC30 CNP, 100% saturating CNP | activation, % at 10 µM | hit rate 0.11% among 370,000 | AID 1920062;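 active means activation at 10 µM reaching about 35% in either raw or pattern-adjusted values, limit read from the data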
Target sequence (P20594 whole entry, looked up): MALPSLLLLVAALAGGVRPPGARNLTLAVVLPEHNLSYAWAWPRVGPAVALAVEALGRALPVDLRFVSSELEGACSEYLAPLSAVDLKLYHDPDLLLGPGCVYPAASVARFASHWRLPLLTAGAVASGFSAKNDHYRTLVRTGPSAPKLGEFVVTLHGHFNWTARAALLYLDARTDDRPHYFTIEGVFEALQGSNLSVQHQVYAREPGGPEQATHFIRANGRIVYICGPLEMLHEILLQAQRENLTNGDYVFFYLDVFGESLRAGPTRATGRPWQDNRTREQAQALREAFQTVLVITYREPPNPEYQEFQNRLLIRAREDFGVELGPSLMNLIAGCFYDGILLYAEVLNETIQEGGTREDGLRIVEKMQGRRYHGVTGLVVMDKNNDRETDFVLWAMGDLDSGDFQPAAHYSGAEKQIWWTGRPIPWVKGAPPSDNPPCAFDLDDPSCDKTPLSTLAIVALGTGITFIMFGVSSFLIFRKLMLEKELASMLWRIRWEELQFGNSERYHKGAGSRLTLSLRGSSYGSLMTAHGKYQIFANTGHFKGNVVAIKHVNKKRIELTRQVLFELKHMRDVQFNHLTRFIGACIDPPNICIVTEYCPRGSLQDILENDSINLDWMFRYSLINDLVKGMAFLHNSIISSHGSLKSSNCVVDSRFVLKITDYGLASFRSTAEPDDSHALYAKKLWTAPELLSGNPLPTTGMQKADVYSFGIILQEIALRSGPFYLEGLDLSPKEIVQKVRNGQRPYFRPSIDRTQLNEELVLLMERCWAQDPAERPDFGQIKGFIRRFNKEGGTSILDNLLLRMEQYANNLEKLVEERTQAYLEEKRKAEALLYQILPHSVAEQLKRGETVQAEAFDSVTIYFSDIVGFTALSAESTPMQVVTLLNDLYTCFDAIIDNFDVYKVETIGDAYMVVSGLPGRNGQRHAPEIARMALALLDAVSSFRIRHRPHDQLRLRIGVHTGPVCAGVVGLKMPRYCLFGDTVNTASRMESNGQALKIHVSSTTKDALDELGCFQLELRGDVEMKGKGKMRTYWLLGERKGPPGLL
NPR1 activator – GC-A (human) enzyme activation. hit rate 0.14% among 370,000. activation, % at 10 µM. HEK293 GC-A cells, cGMP TR-FRET, EC30 ANP; 0% at EC30 ANP, 100% saturating ANP. P16066; in the data active means activation above about 40%
DAX1 inh-2 – inhibits human nuclear receptor DAX1; HEK293 Gal4-DAX1 luciferase reporter, luminescence; inhibition, % at 6.75 µM; hit rate 0.99% among 340,000; AID 504766;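 active means inhibition above the mean over all tested compounds plus 3 SD, cut at about 4.2% in these data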;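 further: 0% = DAX1-transfected cells with DMSO and 100% = empty-vector control cells with DMSO; inhibition shows as a rise in luminescence from relieved DAX1 repression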
The depositor's hits bear a star; x = no result given.

(1) COc1ccc(CN2C=C3C(=O)C(C)(OC(=O)CCc4ccccc4)C(=O)C=C3C=C2c2ccc(C#N)cc2)cc1 (centres undefined)
(2) COc1cccc(NC(=S)/C(=C(\[O-])c2ccc([N+](=O)[O-])cc2)[n+]2ccccc2)c1
(3) Oc1ccc(N2CCN(Cc3ccc(OCCCN4CCCCC4)cc3)CC2)cc1
(4) CC(=O)N(Cc1ccco1)C1(C(=O)NC2CCCC2)CCCCC1
(5) Cc1ccsc1C(=O)Nc1nc2ccccc2[nH]1
(6) CCCCn1c(O)c(/C=C2\C=NN=C2c2ccccc2)sc1=S

| assay / compound | 1 | 2 | 3 | 4 | 5 | 6 |
| --- | --- | --- | --- | --- | --- | --- |
| hgDAF-12 ag | 1.5 | 2.6 | -0.2 | 3.3 | 17* | -2.7 |
| ADAM10 inh | -50 | -8 | -11 | -5 | 8 | -1 |
| GAA850 FXN act | -1.7 | -2.6 | -0.4 | -0.3 | 0.0 | 3.3 |
| SMARCA2 act | -1 | -3 | -1 | 4 | -1 | -1 |
| ssDAF12 agonist | -0.6 | -1.6 | -1.1 | 0.4 | 1.1* | -0.6 |
| sPLA2-III inh | -2 | 3 | -9 | 4 | 6 | 6 |
| DAX1 inh-1 | 0.0 | -0.4 | -0.5 | -0.1 | 4.5* | -0.7 |
| hcDAF-12 act | 1.4 | -0.4 | 0.0 | 2.0 | 10* | 1.9 |
| NPR2 activator | 0 | 1 | -5 | 3 | 1 | -3 |
| NPR1 activator | 2 | -3 | -9 | -4 | 0 | -2 |
| DAX1 inh-2 | -0.6 | 0.5 | -1.6 | 0.2 | -2.2 | 0.8 |

(7) COc1ccc(CCN(Cc2cc3ccc(C)cc3n3nnnc23)C(C)=O)cc1OC
(8) COc1ccc(C(=O)Nc2sc3c(c2C#N)CCN(C(C)=O)C3)cc1
(9) CC/C(=N/O)C(=O)c1ccc(Br)cc1
(10) Cc1ccc(-c2cc(C(=O)n3cnc4ccccc43)c3ccccc3n2)cc1C
(11) COC(=O)[C@]12C[C@H](CC(=O)N3CCCC3)C(=O)N(CCC3=CCCCC3)C1=C[C@H](C(C)C)O[C@@H]2C1CC1
(12) COc1ccc2sc(N3C(=O)CC(Cc4cccc(C)c4)C3=O)nc2c1 (centres undefined)

| assay / compound | 7 | 8 | 9 | 10 | 11 | 12 |
| --- | --- | --- | --- | --- | --- | --- |
| hgDAF-12 ag | -1.1 | 1.1 | 1.1 | 6.6 | 0.7 | 0.1 |
| ADAM10 inh | -4 | -9 | 10 | -240 | -8 | 7 |
| GAA850 FXN act | 3.7 | -1.8 | 2.2 | 4.0 | x | 0.7 |
| SMARCA2 act | -2 | -3 | 0 | 7 | -5 | -2 |
| ssDAF12 agonist | -1.1 | -0.5 | -1.7 | 1.5* | -1.4 | -0.9 |
| sPLA2-III inh | 4 | 8 | -19 | -2 | 11 | -18 |
| DAX1 inh-1 | 0.1 | -2.5 | -0.3 | 3.1 | 0.2 | 0.1 |
| hcDAF-12 act | -1.1 | -2.4 | -0.6 | 8.1* | -5.1 | -0.4 |
| NPR2 activator | 0 | -2 | -6 | -5 | 3 | 6 |
| NPR1 activator | 1 | -2 | -2 | -7 | 1 | -1 |
| DAX1 inh-2 | -0.3 | -0.2 | -1.5 | 0.6 | x | 0.6 |

Whole records, quoted from the list:
COc1cccc(NC(=S)/C(=C(\[O-])c2ccc([N+](=O)[O-])cc2)[n+]2ccccc2)c1 as listed: hgDAF-12 ag = 2.6; ADAM10 inh = -8; GAA850 FXN act = -2.6; SMARCA2 act = -3; ssDAF12 agonist = -1.6; sPLA2-III inh = 3; DAX1 inh-1 = -0.4; hcDAF-12 act = -0.4; NPR2 activator = 1; NPR1 activator = -3; DAX1 inh-2 = 0.5
CC(=O)N(Cc1ccco1)C1(C(=O)NC2CCCC2)CCCCC1 as listed: hgDAF-12 ag = 3.3; ADAM10 inh = -5; GAA850 FXN act = -0.3; SMARCA2 act = 4; ssDAF12 agonist = 0.4; sPLA2-III inh = 4; DAX1 inh-1 = -0.1; hcDAF-12 act = 2.0; NPR2 activator = 3; NPR1 activator = -4; DAX1 inh-2 = 0.2
COc1ccc(CCN(Cc2cc3ccc(C)cc3n3nnnc23)C(C)=O)cc1OC as listed: hgDAF-12 ag = -1.1; ADAM10 inh = -4; GAA850 FXN act = 3.7; SMARCA2 act = -2; ssDAF12 agonist = -1.1; sPLA2-III inh = 4; DAX1 inh-1 = 0.1; hcDAF-12 act = -1.1; NPR2 activator = 0; NPR1 activator = 1; DAX1 inh-2 = -0.3

Continuation.
(13) COc1ccc(N2CCN(C(=O)CCC(=O)N3Cc4ccccc4Oc4ncccc43)CC2)cc1
(14) CN1CCN(c2ccccc2NC(=O)c2ccc(OCc3ccccc3)cc2)CC1
(15) CCC[C@H](/C=C/C(=O)OC(C)(C)C)Sc1ccc(N)cc1
(16) CCOc1ccc(CC(C(N)=O)C(N)=O)cc1CN(C)C
(17) CC1CCCCC12NC(=S)N(c1ccccc1)N2 (centres undefined)
(18) COc1ccc(C2NC(=O)NC(C)=C2C(=O)OC2CCC(C)CC2)cc1 (centres undefined)
(19) COc1ccc(C)cc1NC(=O)C(OC(=O)c1cnccn1)c1ccccc1 (centres undefined)
(20) COC(=O)C1=C(C)N(Cc2ccccc2)C(=NCc2ccccc2)N[C@H]1c1ccccc1
(21) COc1ccc(NC(=O)CSc2nncc(=O)n2N)cc1OC

| assay / compound | 13 | 14 | 15 | 16 | 17 | 18 | 19 | 20 | 21 |
| --- | --- | --- | --- | --- | --- | --- | --- | --- | --- |
| hgDAF-12 ag | -1.9 | -0.1 | 1.2 | 0.0 | 1.6 | -1.8 | -0.8 | 0.6 | -0.1 |
| ADAM10 inh | -4 | 0 | 11 | 5 | -5 | 1 | 7 | 8 | -5 |
| GAA850 FXN act | 0.6 | 1.1 | x | -0.7 | 2.6 | 3.2 | 2.0 | -10 | 0.3 |
| SMARCA2 act | -2 | 3 | -2 | 1 | -2 | -1 | -1 | 0 | -3 |
| ssDAF12 agonist | -1.2 | -1.4 | -1.5 | -1.0 | -1.7 | -2.2 | -0.6 | -1.2 | -0.8 |
| sPLA2-III inh | 3 | -16 | 7 | 1 | 12 | -3 | -4 | 13 | 0 |
| DAX1 inh-1 | -0.6 | -0.3 | -0.7 | -0.3 | 0.8 | -0.6 | 0.8 | -1.1 | -1.9 |
| hcDAF-12 act | -2.7 | -1.1 | 0.4 | -1.2 | 0.3 | -2.2 | -1.8 | -0.5 | 0.8 |
| NPR2 activator | -2 | 6 | -1 | 3 | 1 | -5 | 0 | -20 | -1 |
| NPR1 activator | 4 | 7 | -3 | 2 | 8 | -13 | 1 | -19 | 4 |
| DAX1 inh-2 | 0.0 | -0.6 | x | 0.2 | -1.6 | -1.2 | -0.7 | 0.3 | 0.3 |

Bioassay records as filed in PubChem BioAssay.
